Screening data (PubChem BioAssay)
LYP inhibition = inhibitors of LYP phosphatase, biochemical, fluorescence intensity, uHTS (AID 1779); Tyrosine-protein phosphatase non-receptor type 22 (Homo sapiens); recombinant LYP phosphatase, fluorescence intensity; higher % means a stronger effect; inhibition, % at 11.5 µM; hits with a dose series show IC50 in µM; actives 0.054% (n = 290,000); in the data active means inhibition above about 50%;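 further: plate controls were vehicle with enzyme for no effect and no enzyme for full effect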
Large T inhibition = SV40 large T antigen inhibitors, biochemical (AID 1903); SV40 large T antigen ATPase/helicase inhibition assay; higher % means a stronger effect; inhibition, % at 20 µM, or IC50 in µM where a hit was titrated; actives 0.39% (n = 310,000); in the data active means a potency from the dose series; inconclusive means inhibition mostly from about 32% at the one dose, without a potency; inactive means the rest, 99 in 100 with inhibition below about 32%; further: strong numbers were not always called active
SIAH1 antagonists = Siah-1 peptide-binding antagonists, primary screen, biochemical, fluorescence polarization, rhodamine-plectin, uHTS (AID 1817); E3 ubiquitin-protein ligase SIAH1 (Homo sapiens); Siah-1 / rhodamine-plectin peptide fluorescence polarization; higher % means a stronger effect; displacement, % at 20 µM; hits with a dose series show IC50 in µM; actives 0.02% (n = 290,000);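 active means displacement of at least 50% at 20 µM, with a fluorescence ratio check between 0.3 and a set limit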;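 further: plate controls were Siah plus tracer with DMSO for no effect and tracer alone without Siah for full effect; strong numbers were not always called active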
RSV antiviral HEp-2 = RSV antiviral activity via CPE protection, HEp-2 cells, primary 10 µM value included (AID 2391); one-dose CPE inhibition, % at 10 µM; IC50 in µM for titrated hits; HEp-2 cells, RSV-induced CPE inhibition; higher % means a stronger effect; actives 0.13% (n = 310,000); in the data active means a potency from the dose series; inconclusive means CPE inhibition mostly from about 23% at the one dose, without a potency; inactive means the rest, 99 in 100 with CPE inhibition below about 21%; further: strong numbers were not always called active
NS5 inhibitors = Dengue-2 NS5 methyltransferase inhibitors, primary screen, biochemical, confirmation dose response (AID 588689); Genome polyprotein (Dengue virus type 2 (strain 16681-PDK53)); Dengue-2 NS5 methyltransferase capping enzyme assay, biochemical; higher % means a stronger effect; inhibition, % at 25 µM, or IC50 in µM where a hit was titrated; actives 0.3% (n = 340,000); in the data active means a potency from the dose series; inconclusive means inhibition above about 29% without an active follow-up result
XIAP antagonists = XIAP antagonists, biochemical, IAP family, fluorescence polarization (AID 1018); E3 ubiquitin-protein ligase XIAP (Homo sapiens); XIAP BIR domain, fluorescence polarization peptide displacement; higher % means a stronger effect; displacement, % at 20 µM; hits with a dose series show IC50 in µM; actives 0.007% (n = 200,000); in the data active means displacement above about 50%; further: a part of the inactive calls stands beside numbers as strong as those of hits
HIV fusion peptide = inhibitors of HIV fusion peptide binding, primary screen, biochemical, uHTS, fluorescence dequenching (AID 1986); inhibition, % at 20 µM; hits with a dose series show IC50 in µM; actives 0.3% (n = 290,000); cell-free peptide binding, fluorescence dequenching, 30 min; higher % means a stronger effect; in the data active means inhibition mostly above about 52%, no sharp cut-off; inactive means mostly below about 76%; further: some results filed as inactive read as strong as hits
AID2073 = inhibitors of Mint1-CaV2.2 protein interaction, biochemical, HTRF (AID 2073). Voltage-dependent N-type calcium channel subunit alpha-1B (Homo sapiens). HTRF protein-protein interaction, Mint1-CaV2.2; higher % means a stronger effect. one-dose inhibition, % at 20 µM; IC50 in µM for titrated hits. actives 0.19% (n = 290,000); in the data active means inhibition mostly above about 51%, no sharp cut-off; inconclusive means no clear call, values can overlap the other calls; inactive means mostly below about 53%; further: some results filed as inactive read as strong as hits
MgcRacGAP inhibition = MgcRacGAP GTPase-activating activity inhibitors, confirmation, biochemical, ADP Hunter fluorescence. actives 0.6% (n = 340,000). Rac GTPase-activating protein 1 (Homo sapiens). one-dose inhibition, % at 30 µM; IC50 in µM for titrated hits. MgcRacGAP-stimulated Rac1 GTP hydrolysis, ADP Hunter fluorescence; higher % means a stronger effect; GST-tagged Rac1 F28L mutant substrate;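 active means first-screen hits whose inhibition reached a set limit at any dose in the follow-up dose series; inconclusive means inhibition above the set first-screen limit but never retested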;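 further: fluorescence reports GDP produced by GAP-driven GTP hydrolysis; strong numbers were not always called active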
NS5 inhibitors pilot replicate = recorded beside NS5 inhibitors, whose call it bears; inhibition, %; measured here: pilot screen replicate inhibition
An asterisk follows results filed as active; ? = inconclusive; . = no result given. Not a hit list; about 1.7% have a hit in one of these screens.

SMILES | LYP inhibition | Large T inhibition | SIAH1 antagonists | RSV antiviral HEp-2 | NS5 inhibitors | XIAP antagonists | HIV fusion peptide | AID2073 | MgcRacGAP inhibition | others
CC1CC(=O)C=C(O)C1C(=O)OC(C)(C)C (stereo not drawn) | -12% | 2% | -3% | 2.7% | 0% | -3.0% | 0.5% | -1% | 5%
O=S(=O)(Nc1nc2cc3c(cc2nc1Cl)OCCO3)c1ccccc1 | -2% | 16% | -2% | 0.0% | 3% | -11% | 4.9% | 10% | 9%
O=C(c1ccc(F)cc1)N1CCC(C(=O)N2CCN(S(=O)(=O)c3cccc(F)c3)CC2)CC1 | . | 6% | . | 2.8% | 1% | . | . | . | -4%
CC(=O)Nc1nc(C)nc(-c2ccccc2OC(C)=O)n1 | -7% | 16% | -1% | 1.3% | -5% | -1.3% | -1.2% | 5% | -43%
O=C(CCl)Nc1nc(-c2ccco2)c(-c2ccco2)s1 | 2% | 25% | 77% | ? | -7% | -2.2% | 64%* | 66%* | 24%
Cc1cccc(OCCCn2c(=O)oc3ccccc32)c1 | -8% | 13% | 0% | 1.1% | -5% | -1.0% | 0.8% | 1% | 6%
CCOC(=O)c1oc2ccc(S(=O)(=O)n3nc(-c4ccccc4)cc3N)cc2c1C | -2% | 6% | 0% | 6.8% | -5% | 2.2% | -2.1% | 4% | 12%
CCN1CCN(C(=O)c2ccc3c(=O)n(CCC4=CCCCC4)c(=O)[nH]c3c2)CC1 | -1% | 0% | 8% | 0.8% | -7% | -6.8% | -1.1% | 1% | -7%
CCN1CCN(C(=O)C2CCN(S(=O)(=O)N3CCC4(CC3)OCCO4)CC2)CC1 | -11% | 10% | 5% | 0.2% | -2% | . | 0.2% | 0% | 6%
CC(OC(=O)c1cccc(-n2cnnn2)c1)C(=O)c1ccccc1 (stereo not drawn) | . | 9% | . | -0.5% | 3% | . | . | . | 6%
CCOc1ccccc1CNC(=O)CCCn1ccc2cc(S(=O)(=O)N3CCCC3)ccc21 | -5% | 11% | 5% | 8.0% | -9% | . | -0.8% | -3% | 3%
CCOC(=O)C1(Cc2ccc(OC)cc2)CCN(C(=O)C2CC(=O)N(C3CC3)C2)CC1 (stereo not drawn) | -7% | 12% | -3% | 6.2% | -12% | . | -0.8% | 6% | 0%
c1ccc(CCCN2CCOCC2)cc1 | -4% | 8% | 8% | 0.3% | -3% | . | 0.8% | -8% | 10%
CCN(CC)CC(C)OC(=O)c1ccccc1Cl (stereo not drawn) | -9% | 3% | 18% | 1.6% | -4% | -4.3% | -1.4% | -3% | 1%
CCc1cc2ccccc2nc1SCC(=O)N1CCN(C(=O)c2ccco2)CC1 | 2% | 5% | -1% | . | -8% | -0.8% | 1.8% | -4% | 0%
CCCCn1c(N)c(N2CCOCC2)c(=O)n(CC(=O)NC(C)c2ccccc2)c1=O (stereo not drawn) | -4% | 12% | -4% | -2.3% | -9% | -7.9% | -0.2% | 1% | 6%
C=C1CN(CC(=O)OC)S(=O)(=O)c2ccccc21 | -6% | 11% | 0% | 1.1% | -6% | . | 0.8% | -7% | 3%
CCC(C)(C)NC(=O)c1cc(S(=O)(=O)N2CCc3ccccc32)cn1C | 2% | 5% | 10% | 9.5% | -6% | . | 0.7% | 14% | -7%
Cn1ccnc1SCc1cn2cc(Br)ccc2n1 | -5% | 3% | -2% | -1.2% | -3% | -3.8% | 6.6% | 5% | 14%
Clc1ccc(Cn2ncc3c(NCCN4CCOCC4)ncnc32)cc1 | 1% | 1% | 3% | 1.0% | 3% | -0.8% | 1.4% | -5% | -7%
CCn1c(SCC(=O)Nc2nnc(C)s2)nnc1-c1ccncc1 | -5% | -3% | 2% | 1.1% | 0% | -5.3% | 3.8% | 12% | 3%
CC(=O)Nc1ccc(NC(=O)c2ccc(COc3ccc(C)cc3)o2)cc1 | -4% | 4% | 13% | 0.6% | 5% | . | 2.6% | -5% | 7%
S=C(Nc1ccc(Br)cc1)NC1CCCCC1 | 7% | 13% | -4% | 0.7% | -1% | 3.4% | 1.1% | -16% | 3%
CCC(C)N(CCNC(=O)c1ccc(NC2=NC3CS(=O)(=O)CC3S2)cc1)Cc1ccco1 (stereo not drawn) | -1% | 16% | -8% | 0.3% | -1% | . | -1.0% | 5% | 9%

Retrieved by structure from above:
SMILES | LYP inhibition | Large T inhibition | SIAH1 antagonists | RSV antiviral HEp-2 | NS5 inhibitors | XIAP antagonists | HIV fusion peptide | AID2073 | MgcRacGAP inhibition | others
CCN(CC)CC(C)OC(=O)c1ccccc1Cl (stereo not drawn) | -9% | 3% | 18% | 1.6% | -4% | -4.3% | -1.4% | -3% | 1%
CCc1cc2ccccc2nc1SCC(=O)N1CCN(C(=O)c2ccco2)CC1 | 2% | 5% | -1% | . | -8% | -0.8% | 1.8% | -4% | 0%
Clc1ccc(Cn2ncc3c(NCCN4CCOCC4)ncnc32)cc1 | 1% | 1% | 3% | 1.0% | 3% | -0.8% | 1.4% | -5% | -7%
CCC(C)(C)NC(=O)c1cc(S(=O)(=O)N2CCc3ccccc32)cn1C | 2% | 5% | 10% | 9.5% | -6% | . | 0.7% | 14% | -7%
S=C(Nc1ccc(Br)cc1)NC1CCCCC1 | 7% | 13% | -4% | 0.7% | -1% | 3.4% | 1.1% | -16% | 3%

Later entries.
SMILES | LYP inhibition | Large T inhibition | SIAH1 antagonists | RSV antiviral HEp-2 | NS5 inhibitors | XIAP antagonists | HIV fusion peptide | AID2073 | MgcRacGAP inhibition | others
CCCCn1c(SCC(=O)c2ccc(O)c(O)c2)nc2ccsc2c1=O | -4% | 28% | 58% | 14% | -2% | 9.4% | 12% | -4% | 50µM*
CC1CCCCC1NC(=O)NC(=O)CCl (stereo not drawn) | 0% | -5% | -5% | ? | -7% | 1.2% | -2.3% | -4% | 7%
CCOc1cc(Br)c(COc2ccc(C)nc2[N+](=O)[O-])cc1OCC | -5% | 6% | -3% | 4.8% | -6% | . | -1.4% | 24% | 7%
CCOCCCN(C(=O)Cn1nnc(-c2ccc(C)o2)n1)C(C(=O)NC1CCCC1)c1ccc(C)o1 (stereo not drawn) | -10% | . | 2% | . | -2% | . | -0.9% | 14% | -10%
O=C(OCCN(C1=NS(=O)(=O)c2ccccc21)c1ccc(Cl)cc1)c1ccco1 | -6% | 6% | 8% | 0.1% | -6% | -5.1% | 1.4% | -2% | 9%
O=C(NCc1ccccc1)c1ccc(CN(c2ccccn2)S(=O)(=O)c2ccccc2)cc1 | -4% | 7% | -4% | -0.3% | -3% | -3.1% | 0.7% | 3% | 6%
Cc1cc(C)c2sc(NC(=O)CN3C(=O)CCC3=O)nc2c1 | -4% | -3% | 4% | -0.9% | 3% | . | -0.8% | 13% | 15%
CNC(=O)C(=O)Nc1cc2c3c(c1)CCC(=O)N3CCC2 | 2% | 16% | 1% | 1.4% | -5% | . | 1.4% | 7% | 10%
CCOC(=O)CCSc1nc(C)c2cc(C)ccc2n1 | -7% | 1% | 0% | 2.0% | -3% | 1.8% | -0.9% | -5% | 6%
CC(C)Cn1c2ccccc2c2cc(C(=O)O)ccc21 | -5% | 1% | 2% | 0.2% | 6% | -2.7% | 0.2% | 2% | 9%
CCCn1c(C)cc(C(=O)COC(=O)c2cc(S(=O)(=O)NCC(C)C)c(Cl)cc2Cl)c1C | 2% | 6% | -1% | 1.8% | -9% | -3.9% | -0.9% | 0% | 12%
CC(C)CNC(=O)C(=O)NCC1OCCCN1S(=O)(=O)c1cccs1 (stereo not drawn) | -6% | 21% | 0% | 0.7% | -8% | . | 0.4% | 8% | 4%
COc1ccc(S(=O)(=O)N2CCC(C(=O)NCCC3=CCCCC3)CC2)cc1C | 3% | 10% | -4% | 12% | -3% | -4.1% | -1.5% | -5% | 12%
Nc1ncc(Br)cc1S(=O)(=O)N1CCCCCC1 | -9% | 5% | 9% | 1.2% | 4% | . | -0.1% | -6% | 8%
Cc1ccccc1CSc1ncnc2ccccc12 | -6% | 33% | 7% | -2.2% | -4% | -5.1% | 1.3% | 2% | 3%
COc1ccc(C(=O)NNC(=O)CSc2nnnn2-c2cc(OC)cc(OC)c2)cc1 | 0% | 3% | -2% | 0.8% | 8% | . | -0.7% | -2% | 2%
O=C1NC(=O)/C(=C\c2ccc(OCc3cccc([N+](=O)[O-])c3)cc2)N1 | 4% | 9% | 15% | 2.7% | -6% | -4.1% | -0.3% | 36% | 10%
O=C1OCCC1Sc1nnc(-c2ccc(Cl)cc2Cl)o1 (stereo not drawn) | -1% | 5% | 1% | 0.6% | 8% | . | 0.7% | 2% | 8%
CCCCSc1nnc2c(n1)OC(C(=O)c1ccccc1)Nc1ccccc1-2 (stereo not drawn) | 0% | 17% | 0% | . | . | . | -1.3% | -7% | .
Cc1ccc(OCC(O)Cn2c(=N)n(CCN3CCOCC3)c3ccccc32)cc1 (stereo not drawn) | -6% | 14% | 10% | 0.1% | -2% | -1.3% | 3.3% | 7% | 6%
CCn1c(SCC(=O)Nc2cc(C)on2)nnc1-c1ccncc1 | -8% | 14% | -1% | -0.1% | -6% | -5.2% | -2.0% | -8% | 13%
CC1CC(=O)c2c(cc3c(-c4c(O)cc(O)c5c(O)c6c(cc45)OC(C)CC6=O)c(O)cc(O)c3c2O)O1 (stereo not drawn) | 14% | 6% | 22% | 0.4% | ? | 22% | 57%* | ? | ?
O=C(CCc1nnc2ccc(NCc3ccco3)nn12)Nc1ccccc1F | -8% | 15% | -12% | 0.5% | -1% | . | 0.2% | 16% | -7%
CC1(C)CC(=O)C2=C(C1)NCN(Cc1ccc3c(c1)OCO3)C2 | -3% | 22% | -4% | 0.7% | -3% | -8.2% | 0.4% | 5% | 8%
COc1cc(N)c(Cl)cc1C(=O)OCC(=O)c1cccs1 | 1% | 7% | 1% | 2.6% | -16% | . | 0.8% | 11% | 3%
COc1ccc(C(=O)C[n+]2ccc3c(c2)nc(-c2ccc(OC)cc2OC)n3C)cc1 | -6% | 8% | 5% | 2.7% | -4% | -8.6% | 1.2% | 8% | 9%
COc1ccccc1C(=O)NCCC(=O)Nc1ccncc1 | . | 13% | . | -0.3% | 2% | . | . | . | 5%
CCNC(=O)CC1SC(=Nc2cccc(Cl)c2C)N(C)C1=O (stereo not drawn) | -4% | -2% | 7% | 0.8% | -2% | -2.9% | -0.4% | -1% | 7% | NS5 inhibitors pilot replicate=-3.3
CCCc1cc(=O)oc2cc(C)cc(OC(=O)c3ccco3)c12 | -5% | 8% | 6% | 1.8% | -4% | -7.2% | -0.7% | 21% | -2%
CCCCOc1ccc(CSc2nnc(C)n2N)cc1[N+](=O)[O-] | -8% | 7% | -5% | -0.5% | -1% | -8.6% | 0.0% | -12% | -12%
CCN=C1S/C(=C/c2ccc(-c3ccc(Cl)cc3C(=O)O)o2)C(=O)N1CC | -2% | 6% | -3% | 0.3% | 8% | . | 49% | 14% | 8%
